# Screens: PubChem BioAssay, several laboratories
# RSV CPE inhibition – RSV antiviral activity via CPE protection, HEp-2 cells, primary 10 µM value included (AID 2391) | 310,000 compounds, 0.13% hits | one-dose CPE inhibition, % at 10 µM; IC50 in µM for titrated hits | HEp-2 cells, RSV-induced CPE inhibition; higher % means a stronger effect; in the data active = a potency from the dose series; inconclusive = CPE inhibition mostly from about 23% at the one dose, without a potency; inactive = the rest, 99 in 100 with CPE inhibition below about 21%; also: strong numbers were not always called active
# WT yeast gro inh – growth inhibition of WT strain, primary screen, mitochondrial fusion inhibitor project, WT and mutant strains, chemical genetic | mitochondrial fusion phenotypic screen | inhibition, % at 10 µM | 190,000 compounds, 2.1% hits | AID 1362, 2008; in the data active = inhibition above about 58%; tested in S. cerevisiae
# Rac1 GTP hydrolysis – MgcRacGAP GTPase-activating activity inhibitors, confirmation, biochemical, ADP Hunter fluorescence. Rac GTPase-activating protein 1 (Homo sapiens). MgcRacGAP-stimulated Rac1 GTP hydrolysis, ADP Hunter fluorescence; higher % means a stronger effect; GST-tagged Rac1 F28L mutant substrate. 340,000 compounds, 0.6% hits. inhibition, % at 30 µM; hits with a dose series show IC50 in µM. AID 624330, 2012;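 active = first-screen hits whose inhibition reached a set limit at any dose in the follow-up dose series; inconclusive = inhibition above the set first-screen limit but never retested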;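 also: fluorescence reports GDP produced by GAP-driven GTP hydrolysis; strong numbers were not always called active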
# T cell modulator – modulators of CD8 T cell-vesicle binding, primary screen, mouse 2C CD8+ T cells, flow cytometry; 2C CD8+ T cell-vesicle binding; active compounds read low; calls only at 7 µM; AID 2052, 2009; 330,000 compounds, 0.068% hits;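 active = response, share of CD8 T cells binding vesicles, and their 90th percentile fluorescence all below set limits, cut at about 80% in these data, passing the limit was not always enough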
#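 Test system: purified 2C TCR transgenic mouse naive CD8+ T cells. Probe or stimulus: QL9-peptide-loaded Drosophila micro-vesicles bearing Ld, ICAM-1 and B7-1. Incubation: binding step 1.5 h, 37 °C, antibody labelling 20 min, ice. Measured by: flow cytometry of vesicle-bound cells.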
# PhoP inhibition – inhibitors of PhoP regulon expression, primary screen, Salmonella Typhimurium, GFP reporter (AID 1863); 300,000 compounds, 0.16% hits; inhibition, % at 50 µM, or IC50 in µM where a hit was titrated; S. Typhimurium PhoP-regulated promoter GFP reporter, 4 h; higher % means a stronger effect;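 active = inhibition over 29.93%, a cutoff 3 SD above the screen mean, later confirmed by dose response; inconclusive = inhibition over 29.93% but no dose response follow-up; inactive = inhibition at most 29.93% or unconfirmed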;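 also: 0% = low Mg2+ inducing control and 100% = high Mg2+ repressing control; strong numbers were not always called active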
# SV40 large T antigen – SV40 large T antigen inhibitors, biochemical (AID 1903). SV40 large T antigen ATPase/helicase inhibition assay; higher % means a stronger effect. inhibition, % at 20 µM; hits with a dose series show IC50 in µM. 310,000 compounds, 0.39% hits; in the data active = a potency from the dose series; inconclusive = inhibition mostly from about 32% at the one dose, without a potency; inactive = the rest, 99 in 100 with inhibition below about 32%; also: strong numbers were not always called active
# Myeloid diff 2 – induction of myeloid progenitor differentiation, primary screen, cell-based, flow cytometry, MLPCN library | calls only at 10 µM | AID 624256, 2012 | 360,000 compounds, 1% hits | ER-HoxA9 myeloid progenitors, lysozyme-GFP differentiation;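 active = normalized GFP-positive differentiation at or above the plate's own cutoff, the solvent-only control mean plus 3 SD; inconclusive = no clear call, values can overlap the other calls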;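 also: cells exposed to compound for four days before flow analysis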
# West Nile virus CPE – West Nile virus antiviral activity, cell-based, CPE readout (AID 1621); 290,000 compounds, 0.02% hits; West Nile virus-infected cells, CPE inhibition; higher % means a stronger effect; one-dose CPE inhibition, % at 10 µM; IC50 in µM for titrated hits; in the data active = a potency from the dose series; inconclusive = CPE inhibition mostly from about 3.7% at the one dose, without a potency; inactive = the rest, 99 in 100 with CPE inhibition below about 2.2%; also: strong numbers were not always called active
# b-catenin transl – modulators of beta-catenin nuclear translocation, primary screen, imaging, HeLa cells, immunofluorescence, high-content; AID 1665, 2009; 190,000 compounds, 0.3% hits; nuclear translocation activity, % at 5 µM;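 active = nuclear translocation activity above 50% at 5 µM, with a well cell count of 50 or more; inconclusive = wells under 50 cells across six images, flagged as toxic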;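 also: per-cell ratio of nuclear to cytoplasmic median beta-catenin stain intensity; plate controls were DMSO negative control for no effect and GSK-3 inhibitor IX positive control for full effect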
#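 Technique: fluorescence imaging of beta-catenin antibody stain plus DAPI / Material: human HeLa cell line / Incubation: compound treatment 24 h, 37°C, 5% CO2 / Read-out basis: % activation of per-cell nuclear versus cytoplasmic median beta-catenin signal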
# WT yeast gro inh mutant strain – further read-out of WT yeast gro inh, marked with its call; inhibition, %; mitochondrial fusion phenotypic screen, mutant strain inhibition
# b-catenin transl cell count 5 µM – further read-out of b-catenin transl, marked with its call; cell count; measured here: cell count, cytotoxicity flag
# T cell modulator vesicle-bound % – recorded beside T cell modulator, whose call it bears; double positive events, %; measured here: CD8+ vesicle-bound cell fraction;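 binding gate set so that unloaded-vesicle control wells show 10% double positive cells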
# Myeloid diff 2 GFP+ MAC1+ % – also measured in Myeloid diff 2; calls as there; GFP+ MAC1+ double positive, %; measured here: differentiation confirmed by MAC1 staining
# An asterisk follows results filed as active; i = inactive; ? = inconclusive; . = not tested or not shown; & = joins results of further samples. Hits appear at their usual frequency. Share with any hit: about 3.6%.
SMILES,RSV CPE inhibition,WT yeast gro inh,WT yeast gro inh mutant strain,Rac1 GTP hydrolysis,T cell modulator,T cell modulator vesicle-bound %,PhoP inhibition,SV40 large T antigen,Myeloid diff 2,Myeloid diff 2 GFP+ MAC1+ %,West Nile virus CPE,b-catenin transl,b-catenin transl cell count 5 µM
COc1ccccc1CC(=O)N1CCN(S(=O)(=O)c2ccccc2)CC1,1.4%,.,.,7%,i,11,-1%,-1%,i,0.4,0.1%,.,.
Cc1ccc(S(=O)(=O)NCC(=O)N(CC(=O)NCC2CCCO2)Cc2ccccc2Cl)cc1 (stereo unspecified),1.8%,.,.,2%,i,16,7%,2%,i,0.4,-0.7%,.,.
COc1cccc(N(CC(=O)NCCSCc2ccco2)S(=O)(=O)c2ccccc2)c1,-1.0%,.,.,7%,i,25,6%,13%,i,0.6,-2.0%,.,.
COC(=O)C1C(c2ccccc2)C(C(=O)N2CCN(C)CC2)C1c1ccccc1 (stereo unspecified),1.3%,9,7,9%,i,41,8%,6%,i,0.0,0.9%,-2.4,1103
COc1cc2c(cc1NC(=O)CN(C)Cc1nc3ccccc3c(=O)[nH]1)oc1ccccc12,2.7%,6,-37,5%,i,21,-12%,20%,i,0.4,1.0%,-4.5,809
O=C(CSc1nnc(-c2ccco2)o1)N1CCCCC1,0.2%,.,.,2%,i,21,-2%,10%,i,0.6,-0.2%,.,.
Cc1ccc(S(=O)(=O)N2CCN(C(=O)C3CC3C)CC2)c(C)c1 (stereo unspecified),0.2%,.,.,7%,i,43,0%,24%,i,0.4,.,.,.
COc1cccc(NC(=O)CCNS(=O)(=O)c2cccc3nsnc23)c1,-1.4%,2,9,7%,i,40,-4%,3%,i,0.2,0.0%,-0.1,1088
CC(C)C(=O)Nc1ccc(C(=O)NNC(=O)CCCOc2ccc(Cl)cc2Cl)cc1,0.7%,79*,-3.9*,6%,i,58,5%,11%,i,7.9,-0.3%,1.7,1428
COc1ccccc1-c1ccc(=O)n(CC(=O)NCc2ccco2)n1,-1.5%,-3,5,4%,i,24,-3%,8%,i,0.6,0.1%,-0.9,1089
O=C(CSCc1ccc(Cl)cc1)N1CCN(Cc2ccc3c(c2)OCO3)CC1,17%,38,52,5%,i,58,2%,23%,i,0.4,-0.7%,-1.2,425
CC(C)(C)NC(=O)N1CCCC(C(=O)c2cccc(Cl)c2)C1 (stereo unspecified),1.6%,-7,11,5%,i,62,8%,10%,i,0.0,0.0%,-1.8,993
Cc1ccc(-n2ncc3c2CC(C)(C)CC3NC(=O)C2CCOCC2)cc1 (stereo unspecified),1.9%,.,.,5%,i,10,5%,8%,i,1.3,-0.3%,.,.
CC(C)=CC(=O)Nc1ccc(Br)cc1,14%,17,23,6%,i,31,10%,8%,i,2.1,0.1%,0.0,1055
COc1ccc(NC(=O)CCNS(=O)(=O)c2cccc3nonc23)cc1Cl,1.6%,.,.,3%,i,53,6%,7%,i,1.8,0.1%,.,.
CC(C)Cc1nc(N2CCCCC2)c(C#N)c2c1CCC2,3.1%,24,-1,4%,i,31,-5%,5%,i,0.7,-0.1%,-4.0,1011
NC(=O)Cn1nc([N+](=O)[O-])nc1Oc1ccc(Br)cc1,1.9%,16,4,0%,i,5,5%,8%,i,0.1,0.9%,-0.1,877
Cc1ccc(C2(CCNCc3ccc(N(C)C)cc3)CCOC(C(C)C)C2)cc1 (stereo unspecified),48%,35,27,-1%,i,32,4%,5%,i,0.6,?,-0.8,1467
Cc1noc(C(=O)N2CCN(c3ccc(F)cc3)CC2)c1Cl,2.7%,10,-1,5%,i,40,-4%,-1%,i,2.0,-0.1%,-2.6,1254
COC(=O)c1cc(-c2ccccc2)nc2nc(SC)[nH]c(=O)c12,0.4%,.,.,9%,i,35,11%,-26%,i,0.2,-0.1%,.,.
CC(C)(C)n1nnnc1C(c1cc2cc3c(cc2[nH]c1=O)OCO3)N1CCN(c2ccccc2)CC1 (stereo unspecified),-0.4%,22,-11,11%,i,30,0%,-2%,i,0.6,-0.5%,-2.6,1458
COc1ccc(C(Cl)=C(c2ccc(OC)cc2)c2ccc(OC)cc2)cc1,3.1%,50,-3,5%,i,37,4%,4%,i,2.1,?,3.4,532
CCc1nc(SCC(=O)Nc2sc(C)c(C)c2C(=O)OC)c2ccccc2n1,.,-10,-4,.,.,.,-14%,8%,.,.,0.4%,-1.0,1005
N#C/C(=C/c1ccccc1)C(=O)NCc1ccccc1,1.0%,0,16,11%,i,29,1%,12%,i,0.1,-0.3%,-2.9,999
CCOC(=O)c1cc(-c2cc3ccccc3o2)n[nH]1,1.4%,10,6,11%,i,37,0%,13%,i,1.0,0.1%,-2.1,1280

# Later entries:
SMILES,RSV CPE inhibition,WT yeast gro inh,WT yeast gro inh mutant strain,Rac1 GTP hydrolysis,T cell modulator,T cell modulator vesicle-bound %,PhoP inhibition,SV40 large T antigen,Myeloid diff 2,Myeloid diff 2 GFP+ MAC1+ %,West Nile virus CPE,b-catenin transl,b-catenin transl cell count 5 µM
O=C(c1ccc(S(=O)(=O)NCC2CCCO2)cc1)N1CCN(c2ccccc2F)CC1 (stereo unspecified),3.0%,7,-4,6%,i,5,3%,1%,i,0.3,0.1%,0.7,1518
CCc1ccc(S(=O)(=O)Nc2nnc(N)s2)cc1,0.8%,.,.,3%,i,51,1%,1%,i,0.1,-0.7%,.,.
COc1ccc(Cn2c(C)c(C)c(C#N)c2NC(=O)Nc2ccc(F)cc2)cc1,0.2%,-11,8,1%,i,24,-1%,10%,i,1.6,0.0%,-3.1,1030
O=C(O)COc1ccccc1/C=N/NC(=O)c1cccc(S(=O)(=O)Nc2cccc(Cl)c2)c1,1.2%,-10,-11,2%,i,22,5%,0%,i,0.4,1.2%,-0.3,1081
O=C(N/N=C\c1ccc(Cl)s1)c1cccs1,5.4%,44,19,6%,i,61,-10%,17%,i,0.5,-0.1%,1.1,1021
CCc1cccc2c3c([nH]c12)C(CC)(CC(=O)O)OCC3 (stereo unspecified),-1.5%,-1,-16,5%,i,15,-5%&-8%,9%&5%,i,2.0,-0.1%,-2.2,641
Cc1ccc(C(=O)Nc2cccc(C(=O)N3CCOCC3)c2)cc1Cl,3.5%,.,.,5%,i,41,-6%,14%,i,0.2,-0.6%,.,.
COc1ccc(CCC(=O)Nc2ncc(C)s2)cc1,1.8%,.,.,1%,i,9,5%,0%,i,0.5,0.9%,.,.
c1ccc2c(CN3CCCCC3)csc2c1,1.0%,-9,-16,2%,i,45,8%,11%,i,0.5,-0.6%,2.3,517
COc1ccc(NC(=O)CCCN2C(=O)C(c3ccccc3)Oc3cccnc32)cc1OC (stereo unspecified),?,.,.,-22%,i,28,-4%,19%,?,.,-0.1%,.,.
COc1cc(C2C(C#N)=C(N)N(N(C)C)C3=C2C(=O)CC(C)(C)C3)cc(OC)c1OC (stereo unspecified),1.3%,.,.,3%,i,33,.,10%,i,0.2,-0.8%,.,.
CC1(OC(=O)C2CCCC2)C(=O)C=C2C=C(c3ccc(C#N)cc3)OC=C2C1=O (stereo unspecified),0.2%,.,.,13%,i,19,-4%,38%,i,0.9,-0.2%,.,.
COc1ccc(CNCC(C)NCc2ccc(OC)c(OC)c2)cc1OC (stereo unspecified),5.7%,.,.,8%,i,54,4%,24%,i,0.4,-0.4%,.,.
COC(=O)C(C)Sc1nc(NCc2ccccc2)nc(N(C)C)n1 (stereo unspecified),-0.6%,7,-12,0%,i,29,2%,0%,i,0.7,-0.8%,1.9,1113
Cn1nnc2cc(C(=O)N3CCC(c4ccccc4)C3)ccc21 (stereo unspecified),0.0%,-6,1,5%,i,56,-10%,13%,i,0.4,-0.6%,.,.
CN(CC(=O)NC1CCCCCC1)S(=O)(=O)c1cnc[nH]1,-1.8%,4,-2,8%,i,26,-3%,12%,i,0.3,0.3%,2.0,1065
CCn1cc(/C=N\NC(=O)C2(C)CC2(Cl)Cl)c(C)n1 (stereo unspecified),1.6%,-10,-18,6%,i,51,9%,17%,i,1.3,0.5%,.,.
CN(C)CCCN(C(=O)c1sc2ccccc2c1Cl)c1nc2c(F)cccc2s1,0.0%,3,-2,7%,i,53,-5%,12%,i,0.3,-0.1%,-0.7,1087
O=C(CN1CCN(S(=O)(=O)c2ccc(Cl)cc2)CC1)Nc1ccc2c(c1)OCO2,0.6%,-3,-7,-2%,i,49,-3%,1%,i,0.6,-0.1%,.,.

# Fetched by structure from the list above (5):
SMILES,RSV CPE inhibition,WT yeast gro inh,WT yeast gro inh mutant strain,Rac1 GTP hydrolysis,T cell modulator,T cell modulator vesicle-bound %,PhoP inhibition,SV40 large T antigen,Myeloid diff 2,Myeloid diff 2 GFP+ MAC1+ %,West Nile virus CPE,b-catenin transl,b-catenin transl cell count 5 µM
O=C(O)COc1ccccc1/C=N/NC(=O)c1cccc(S(=O)(=O)Nc2cccc(Cl)c2)c1,1.2%,-10,-11,2%,i,22,5%,0%,i,0.4,1.2%,-0.3,1081
CCc1ccc(S(=O)(=O)Nc2nnc(N)s2)cc1,0.8%,.,.,3%,i,51,1%,1%,i,0.1,-0.7%,.,.
CCOC(=O)c1cc(-c2cc3ccccc3o2)n[nH]1,1.4%,10,6,11%,i,37,0%,13%,i,1.0,0.1%,-2.1,1280
COc1ccccc1-c1ccc(=O)n(CC(=O)NCc2ccco2)n1,-1.5%,-3,5,4%,i,24,-3%,8%,i,0.6,0.1%,-0.9,1089
O=C(CSCc1ccc(Cl)cc1)N1CCN(Cc2ccc3c(c2)OCO3)CC1,17%,38,52,5%,i,58,2%,23%,i,0.4,-0.7%,-1.2,425
